DRD3 agonist = agonists of human D3 dopamine receptor | D3R DiscoveRx beta-arrestin cells, luminescence, 90 min | max activation, % | actives 0.58% (n = 410,000) | AID 652048; in the data active = max activation above about 30%; also: 0% is about no effect; mostly tested at two doses, the higher about 12 µM
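Cells at 1500/well, incubated overnight, then treated with pinned compounds (dopamine as control) for 90 min at 37 degrees C. DiscoveRx reagent added for 30 - 60 minutes at room temperature; luminescence read.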
EPAC2 antag = EPAC2 (human) antagonism | AID 720708 | Potency, µM (series often up to 114 µM), for the others: top-dose activity, negative = inhibition, usual class: inhibitors | EPAC2 GEF exchange of Rap1B-BODIPY-GDP, fluorescence | actives 0.18% (n = 360,000) | Q8WZA2; also: potency is read from the fitted curve at half-maximal effect; % is scaled to controls: 0 for no effect and ±100 for the full control effect; nearly all actives have a fitted effect of over 45% in size; many of its hits are not listed in these tables
Target sequence (Q8WZA2 whole entry, looked up): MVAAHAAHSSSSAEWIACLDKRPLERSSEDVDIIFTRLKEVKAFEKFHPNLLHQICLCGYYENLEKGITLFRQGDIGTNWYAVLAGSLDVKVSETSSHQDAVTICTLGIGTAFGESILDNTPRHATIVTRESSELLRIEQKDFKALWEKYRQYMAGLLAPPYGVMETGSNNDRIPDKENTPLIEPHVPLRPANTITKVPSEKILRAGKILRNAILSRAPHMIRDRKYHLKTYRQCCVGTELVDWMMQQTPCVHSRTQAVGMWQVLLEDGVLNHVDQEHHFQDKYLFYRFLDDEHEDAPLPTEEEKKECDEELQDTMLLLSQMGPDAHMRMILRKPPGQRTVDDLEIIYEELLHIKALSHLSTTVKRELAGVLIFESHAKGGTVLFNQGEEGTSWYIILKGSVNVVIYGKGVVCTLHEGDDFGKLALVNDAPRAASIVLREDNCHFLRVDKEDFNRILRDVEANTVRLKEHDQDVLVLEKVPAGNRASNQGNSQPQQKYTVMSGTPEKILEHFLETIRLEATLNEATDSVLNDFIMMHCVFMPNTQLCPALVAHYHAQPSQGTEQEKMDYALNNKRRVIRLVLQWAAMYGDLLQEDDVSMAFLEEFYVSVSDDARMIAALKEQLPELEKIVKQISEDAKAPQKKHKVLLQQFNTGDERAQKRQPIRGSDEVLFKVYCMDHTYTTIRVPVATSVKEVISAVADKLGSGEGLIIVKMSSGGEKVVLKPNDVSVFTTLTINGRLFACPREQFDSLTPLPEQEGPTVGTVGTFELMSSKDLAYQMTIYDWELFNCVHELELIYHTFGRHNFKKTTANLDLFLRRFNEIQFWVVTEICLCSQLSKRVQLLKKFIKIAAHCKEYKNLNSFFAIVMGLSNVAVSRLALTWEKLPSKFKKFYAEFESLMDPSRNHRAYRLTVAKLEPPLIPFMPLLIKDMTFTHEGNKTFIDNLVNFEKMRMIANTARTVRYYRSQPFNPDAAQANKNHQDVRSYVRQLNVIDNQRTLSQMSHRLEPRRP
Abeta rescue = A-beta toxicity reversal in yeast | AID 1347071 | Potency, µM (doses to about 46.1 µM), without a hit: top-dose growth rescue, usual class: activators | actives 0.063% (n = 410,000) | yeast expressing A-beta42, growth rescue, OD600, 48 h; response scale: 0% DMSO, 100% iron-clioquinol control; also: potency is read from the fitted curve at half-maximal effect; nearly all actives have a fitted effect of over 55% in size
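Yeast growth medium received pinned compounds, then yeast cells expressing toxic A-beta were added; plates incubated at 30 C for 48 hr. Growth read as absorbance at 600 nm, normalized to DMSO and equimolar FeCl3 plus clioquinol controls.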
aSyn yeast inh = inhibitors of alpha-synuclein toxicity in yeast; Yeast expressing alpha-synuclein, growth rescue, BacTiter-Glo, 24 h; Potency, µM (top dose mostly 46.1 µM), for the others: at the top dose growth rescue (activation), hits mostly activators; actives 0.14% (n = 370,000); also: potency is read from the fitted curve at half-maximal effect; % of control where 0% means no effect; nearly all actives have a fitted effect of over 65% in size
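Screening used galactose-induced yeast with toxic alpha-synuclein levels, exposed to compound for 24 hr at 30 deg C. Cell growth, read with BacTiter-Glo luminescence, gave the measured signal.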
EPAC2 agonist = agonists of human EPAC2 (RAPGEF4) | Potency, µM (titrated, usually from 154 µM), without a hit: at the top dose activation, most hits filed as activators | EPAC2 activation, biochemical qHTS; response scale: 100% = 6.5 mM cAMP response | actives 0.079% (n = 360,000) | AID 720711 | Q8WZA2; also: potency is read from the fitted curve at half-maximal effect; nearly all actives have a fitted effect of over 50% in size
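Nucleotide exchange monitored as fluorescence drop when BODIPY-GDP leaves Rap1B. Reaction: 100 nM EPAC2, 250 nM RAP1B-BODIPY-GDP, 50 uM GDP, room temperature, kinetic read over 30 min. Activity expressed relative to 6.5 mM cAMP.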
DRD3 antagonist = D3 dopamine receptor (human) antagonism | P35462 | D3R cells, DiscoveRx beta-arrestin luminescence, antagonist mode; active compounds read low | max response, negative = inhibition, % | actives 2.5% (n = 360,000); in the data active = max response below about -50%; inconclusive = no clear call, values can overlap the other calls; also: % is scaled to controls: 0 for no effect and ±100 for the full control effect; mostly tested at two doses, the higher about 12 µM
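Cells expressing the human receptor were seeded at 1500 cells/well, incubated overnight at 37 degrees C in 5% CO2, then exposed to library compounds with dopamine controls for 90 minutes at 37 degrees C before luminescent detection.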
TDP43 rescue = inhibitors of TDP-43 toxicity in yeast | actives 1.8% (n = 410,000) | Potency, µM (doses to about 46.1 µM), without a hit: at the highest dose growth rescue (activation), usual class: activators | AID 652104 | TDP-43 expressing yeast growth rescue, BacTiter-Glo, 24 h; also: potency is read from the fitted curve at half-maximal effect; % of control where 0% means no effect; nearly all actives have a fitted effect of over 50% in size
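Cell-based yeast growth screen: TDP-43 expression induced in galactose, inoculum OD600=0.02 after raffinose pregrowth to mid-log. Read-out BacTiter-Glo luminescence at 24 hr, 30 deg C; inhibition of toxicity seen as signal increase.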
FUS yeast rescue = suppressors of FUS proteinopathy in yeast. Potency, µM (titrated, usually from 76.6 µM), inactives show top-dose growth rescue (activation), hits mostly activators. AID 1347120. actives 0.24% (n = 390,000). S. cerevisiae FUS-expressing, growth rescue, OD600, 24 h;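 also: potency is read from the fitted curve at half-maximal effect; plate controls were DMSO vehicle for no effect and reference control for full effect; nearly all actives have a fitted effect of over 55% in size; some results filed as inactive show a strong effect at the top dose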
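Read-out: OD at 600 nm after 24hr at 30C, reporting rescue of FUS-induced yeast toxicity. Cells at OD 0.005 in galactose (2%) minimal medium; compounds tested in a dilution series; CP55940 titration from 92uM final as control.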
* = called active by the depositor; ? = inconclusive; . = no result given; & = joins results of further samples; [ ] = remark or other dose. Unless noted, calls follow the shape of the dose curve; as a rule, active = well fitted curve in the direction sought with a large enough effect; inconclusive = small, poorly fitted or top-dose-only effect, or another doubt; inactive = no such curve, though single readings can be large; an effect the other way counts as inactive or inconclusive.

SMILES | DRD3 agonist | EPAC2 antag | Abeta rescue | aSyn yeast inh | EPAC2 agonist | DRD3 antagonist | TDP43 rescue | FUS yeast rescue
Cc1ccc(S(=O)(=O)SCCCSS(=O)(=O)c2ccc(C)cc2)cc1 | -5 | 16% | -80%[inhibitor] | -76%[inhibitor] | 1% | 7 | ? | .
COc1ccc(NC(=S)N2C3CCC2CC(NC(=O)NC24CC5CC(CC(C5)C2)C4)C3)c(OC)c1 (stereo not given) | -11 | -19% | -8% | 13% | 10% | -15 | -6% | 67%
CC(=O)c1ccc(OCCCC(=O)OCC(=O)Nc2c(C)nn(-c3ccccc3)c2C)cc1 | -1 | -1% | -11% | 1% | -3% | 6 | 20% | 4%
O=S(=O)(NCc1ccccc1Cl)c1ccc(-c2cnc(C3CC3)o2)cc1 | -1 | . | -21% | . | . | . | 22µM* | 37%
COc1ccc(C(=O)NNS(=O)(=O)c2ccc(C)cc2)cc1 | 0 | -1% | 5% | 2% | 9% | -5 | 9% | .
CC(C)(C)c1ccc(C(=O)N(Cc2ccc(F)cc2)Cc2ccco2)cc1 | -27 | . | -8% | . | . | . | -2% | 36%
CC12CCC(C(=O)Nc3ccccc3Cl)([C@H](Br)C1=O)C2(C)C (stereo not given in full) | 4 | -4% | ? | 9% | 3% | -2 | 10% | 1%
Cc1c(C(=O)NCc2nnc(-c3ccccc3)o2)oc2c(F)cccc12 | -11 | -3% | -4% | 5% | 6% | -1 | 7% | 19%
CCOC(=O)C1(CCOC)CCN(Cc2cnc(-c3cccc(C)c3)nc2)CC1 | 3 | 2% | 3% | 1% | 8% | 9 | 0% | 4%
O=C(CN1CCCC1)Nc1nnc(-c2cccs2)s1 | -3 | 17% | 1% | -1% | 4% | -2 | -30%[inhibitor] | 26%
COc1ccc(NS(=O)(=O)c2c(C)[nH]c(C)c2C(=O)N2CCCCC2)cc1Cl | -2 | 0% | ? | 3% | 6% | -4 | 1% | -1%
CCN(CC)CCOC(=O)c1ccc(NC(=O)c2ccc(Cl)c(S(=O)(=O)N3CCCCCC3)c2)cc1 | 6 | -1% | 5% | -3% | 8% | -21 | 0% | 28%
Cc1ccccc1NC(=O)CSc1nc(O)cc(=O)n1C | 5 | 5% | -2% | -1% | 9% | 8 | -16% | 26%
COC(=O)Cn1cnc2c(C#N)c3n(c2c1=O)CCCC3 | -12 | 13% | -6% | -2% | -1% | 0 | 0% | 24%
CCC(=O)Nc1ccc2ccccc2c1 | 0 | 10% | -6% | -8% | 6% | 14 | 26% | -15%
COc1ccc2sc(-c3ccc(N(C)C)cc3)c(-c3ccc4cc[nH]c4c3)c2c1 | -5 | 8% | -4% | -4% | 2% | 12 | ? | 24%
Cc1ccc(-c2ccccc2)n1-c1cccc(C(=O)O)c1 | -3 | -17% | -25% | -11% | 5% | -16 | 35µM* | 24%
CN(C)c1ccc(CNn2cnnc2SCC(=O)NC(C)(C)C)cc1 | 8 | 1% | 0% | 0% | -2% | 2 | 5%[9.22 µM] | 0%
NC(N)=NS(=O)(=O)c1ccc(N)cc1 | -90&8 | 6% | -9% | -15% | 4% | -54* | 14% | -37%
O=C(COc1ccccc1[N+](=O)[O-])NC1CC1 | -2 | -1% | -12% | -3% | 4% | 16 | 12% | 16%
O=C(NCc1ccccc1)c1onc(CSc2nc3ccccc3[nH]2)c1C(=O)NCc1ccccc1 | 1 | -13% | 9% | 10% | 5% | -10 | 8% | 37%
Cn1cc(CN2CCCC(CO)(Cc3ccccc3)C2)c2ccccc21 (stereo not given) | -8 | -2% | -11% | 0% | 4% | -50* | -27% | 12%
O=c1c(CN2CCN(c3cccc(Cl)c3)CC2)coc2c(Cl)cc(Cl)cc12 | -8 | 2% | -10% | 1% | 12% | ? | 0% | -16%
Cc1cc(Nc2nc3ccccc3nc2Cl)n(-c2ccccc2)n1 | -8 | -3% | -6% | -6% | 11% | -13 | -1% | -4%
Cc1cc(S(=O)(=O)N2CCCCC2)ccc1OCC(=O)N1CCOCC1 | -3 | -3% | -16% | -4% | 9% | -19 | -20% | 13%

The final two entries of the section above lead into the next:
SMILES | DRD3 agonist | EPAC2 antag | Abeta rescue | aSyn yeast inh | EPAC2 agonist | DRD3 antagonist | TDP43 rescue | FUS yeast rescue
Cc1cc(Nc2nc3ccccc3nc2Cl)n(-c2ccccc2)n1 | -8 | -3% | -6% | -6% | 11% | -13 | -1% | -4%
Cc1cc(S(=O)(=O)N2CCCCC2)ccc1OCC(=O)N1CCOCC1 | -3 | -3% | -16% | -4% | 9% | -19 | -20% | 13%
C#CCSc1nnc(-c2sc3ccccc3c2Cl)o1 | 7 | 9% | 9% | 2% | -5% | 12 | 5% | .
COc1ccc(Cn2c(SCC(=O)Nc3ccc(OC)cc3)nc3ccccc32)cc1 | 3 | . | -19% | . | . | . | -3% | ?
O=C(CN1C(=O)CCSc2ccccc21)NC1CCCCC1 | -2 | 20% | -6% | 0% | 8% | -14 | -8% | -19%
O=C(Nc1ccc(F)cc1)C(Sc1nnc2ccccn12)c1ccccc1 (stereo not given) | -4 | 1% | 0% | 5% | 1% | 10 | -22% | .
CN(C)C(CNC(=O)c1ccccc1OCc1ccc(Cl)cc1)c1ccco1 (stereo not given) | -10 | -24% | 8% | 6% | 4% | -4 | -18% | -3%
Cc1nnc(NC(=O)c2ccc(N3CCCC3=O)cc2)s1 | 4 | 0% | -10% | 2% | 6% | -14 | 22% | 9%
CCOC(=O)c1ccc(NC(=O)c2cnc3c(-c4ccc(F)cc4)c(C)nn3c2C)cc1 | -4 | . | -17% | . | . | . | -15% | -7%
Cc1cn2c(=O)c(C(=O)N3CCN(c4ccccc4Cl)CC3)cnc2s1 | -6 | -1% | -17% | 5% | -1% | -3 | -1% | -6%
Cc1cc(C)c(Cn2c(=O)n(-c3ccccc3Cl)c(=O)c3c(C)c(C(=O)N(C)C)sc32)c(C)c1 | 3 | . | 1% | . | . | . | 0% | -9%
COCCCN1C(=O)C(=O)/C(=C(/O)c2ccc(OC)cc2)C1c1cccc(OC)c1 (stereo not given) | 0 | -4%[57.1 µM] | 2% | 1% | 4% | 20 | 10% | -26%
O=C1c2ccccc2S(=O)(=O)N1CCOc1ccccc1 | 13 | 10% | 15% | -1% | 2% | 11 | 23% | 6%
O=C(O)C1CCCN1C(=O)C12CC3CC(CC(C3)C1)C2 (stereo not given) | 7 | -3% | 6% | 3% | 3% | -12 | -7% | -7%
CN(C)c1ncccc1-c1nc2ccccc2s1 | -1 | -21% | -8% | -12% | 2% | 9 | 26%[9.22 µM] | -8%
Cc1nnc(SCC(=O)NCCOc2ccc(Cl)cc2)n1-c1ccccc1 | -2 | 3% | -3% | 1% | 9% | -7 | 14% | 6%
COc1ccc(CCNC(=O)c2cccc(S(=O)(=O)N3CCc4ccccc4C3)c2)cc1 | 3 | 0% | -4% | -1%[1.84 µM] | 16% | 11 | -2% | 11%
O=C(COc1ccc(Cl)cc1)Nc1ccc(CN2CCOCC2)cc1 | -1 | 12% | -13% | -1% | 11% | -3 | -6% | -3%
CCOP(=O)(OCC)c1nc(-c2cccc3ccccc23)oc1NCc1ccc(OC)cc1 | 5 | 0% | 1% | ? | 12% | 10 | 2% | 39%
O=C(CCC(=O)NNC(=O)COc1ccc(Br)cc1)NCc1ccccc1 | -7 | -19% | -14% | 9% | 0% | -3 | -29% | -14%
CC(=O)Nc1ccc(C(=O)NNC(=O)c2ccccc2-n2cccc2)cc1 | -2 | -2% | -8% | -1% | 6% | -2 | 13% | -27%
COC(=O)c1ccc(S(=O)(=O)NCc2ccco2)o1 | 5 | 3% | -9% | -4% | 9% | -3 | 11% | 14%
CC(C)(C)N1C(=O)c2ccc(C(=O)Nc3nccs3)cc2C1=O | -2 | 0% | -17% | 12% | 6% | -5 | -9% | 1%
CCC(=O)Nc1cc(OC)cc(OC)c1 | -8 | 10% | -14% | -1% | 2% | -14 | -9% | 2%
O=C(c1cccc2ccccc12)N1CCN(c2ccc([N+](=O)[O-])c(N3CCOCC3)c2)CC1 | 17 | 1% | 20% | 21% | 5% | -18 | ? | ?
CCCC(=O)Nc1sc2c(c1C(=O)OC)C(C(=O)OC)CC2 (stereo not given) | 0 | 2% | 0% | -1% | -2% | 13 | 21% | 4%
O=C(NCCCN1CCOCC1)c1c(F)c(F)c(F)c(F)c1F | 1 | 2% | -11% | -1% | 3% | -7 | -3% | 4%

Further entries
SMILES | DRD3 agonist | EPAC2 antag | Abeta rescue | aSyn yeast inh | EPAC2 agonist | DRD3 antagonist | TDP43 rescue | FUS yeast rescue
COC(=O)C1=C(C)OC(N)=C(C#N)C1c1c(C)nn(-c2ccccc2)c1Cl (stereo not given) | -13 | -9% | 9% | 2% | 3% | 19 | 20% | -1%
CN(C)c1ccc(NC(=O)CC(NCc2ccccn2)C(=O)O)cc1 (stereo not given) | -25 | 13% | -21% | 3% | -3% | -26 | -10% | 13%
Cc1nc2ccccc2n1CC(=O)N/N=C\c1ccccn1 | 2 | -5% | 9% | -2% | 6% | -17 | -18% | 12%
N#Cc1ccc(NC(=O)CN2CCN(c3ccccn3)CC2)cc1 | 49* | -9% | 4% | 2% | 1% | 12 | 12% | 32%
C/C(=N\NC(=O)c1cc(C)nc2ccccc12)c1ccccn1 | -15 | 2% | -23% | -14% | -2% | -74* | 0% | -2%
Cc1nn(CC(=O)NCCc2ccc(Cl)cc2)c(C)c1[N+](=O)[O-] | -9 | -1% | -14% | 12% | 14% | -24 | -7% | -5%
Cc1ccc(CNC(=O)CSc2n[nH]c(-c3ccc(F)cc3)n2)cc1 | 1 | . | 1% | . | . | . | 15% | 13%
CC(C)(C)OC(=O)N1CCC(c2c(C(=O)N3CCN(C(=O)c4ccco4)CC3)cnn2-c2ccccc2Cl)CC1 | 9 | . | -1% | . | . | . | 0% | 21%
CCCCC1=CC2=CC(=O)C(C)(OC(=O)CC)C(=O)C2=CN1Cc1ccc(OC)cc1 (stereo not given) | -16 | -5% | -2% | -1% | 8% | -14 | -3% | 5%
C=CCNCCCOc1ccc(C(C)(C)c2ccccc2)cc1 | -53 | -1% | -8% | -2% | 7% | ? | -13% | .
COc1ccc(N=C2SC(C(N)=O)CC(=O)N2CCc2ccc(OC)c(OC)c2)cc1 (stereo not given) | 2 | 6% | -1% | -1% | -1% | -7 | -8% | 11%

Only part of the results is shown; the hit share may differ from the screen's.
